# Source: PubChem BioAssay
# HKDC1 inh: HKDC1 (human) hexokinase inhibition; recombinant HKDC1, G6PDH/diaphorase resazurin coupled fluorescence; 340,000 compounds, 0.16% hits; AID 493160; Q2TB90; inhibition, % at 20 µM;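 active = inhibition above about 35% when tested at 20 µM, limit read from the data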;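 also: plate controls were DMSO wells with enzyme for no effect and DMSO wells lacking enzyme for full effect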
#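 Assay system: in-house recombinant HK5 (HKDC1) enzyme. Input: HKDC1 at 5 µg/mL. Medium: Tris pH 8.0 buffer with MgCl2, Tween-20, BSA, BME. Dosing: single 20 µM dose. Schedule: 90 min reaction incubation at room temperature, dark. Signal: resazurin-to-resorufin fluorescence via G6PDH and diaphorase coupling, 525/613 nm. Controls: DMSO-enzyme wells negative, buffer-substituted wells positive.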
# MIN6 prolif: induces beta-cell replication in MIN6 cells; AID 2380; MIN6 cells proliferation, ATPlite luminescence, 48 h; cells starved in 0.2% serum; 100% = growth in 10% serum; 330,000 compounds, 0.29% hits; proliferation, % at 10 µM;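 active = compounds whose signal lies at least 3.5 SD above the mean of all wells on their plate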;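 also: 0% = DMSO-treated cells in low-serum medium and 100% = 10% serum control; some compounds called inactive have numbers as strong as hits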
# SENP1 FRET inh: SENP1 (human) catalytic domain inhibition; Q9P0U3; recombinant SENP1 catalytic domain, CyPet-SUMO1-YPet FRET cleavage; inhibition, % at 10 µM; 360,000 compounds, 0.21% hits; AID 624204;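 active = inhibition at least 30% at 10 µM, raw YFP signal under a set limit, fluorescence ratio 0.5 to 1.5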;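 also: 0% = enzyme with DMSO and 100% = no enzyme wells; some results filed as inactive read as strong as hits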
# Target sequence (Q9P0U3 419-644 limits assumed): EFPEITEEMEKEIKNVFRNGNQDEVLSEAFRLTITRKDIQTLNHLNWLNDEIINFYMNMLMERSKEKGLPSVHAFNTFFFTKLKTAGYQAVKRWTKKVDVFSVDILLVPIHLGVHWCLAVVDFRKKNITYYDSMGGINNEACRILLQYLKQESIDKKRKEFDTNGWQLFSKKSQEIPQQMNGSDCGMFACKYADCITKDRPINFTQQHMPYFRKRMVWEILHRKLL
#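 Test system: human SENP1 catalytic domain; medium: Tris pH 8 buffer plus EDTA, NaCl, BME, BSA, NP40, catalase; incubation: 50 min reaction at room temperature; technique: FRET, CFP and YFP emission; controls: no-enzyme low control and enzyme-plus-DMSO high control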
# SENP8 block-1: blocks the human protease SENP8. inhibition, % at 10 µM. Q96LD8. 330,000 compounds, 1.2% hits. purified SENP8, Z-RLRGG-aminoluciferin cleavage, luminescence. AID 2540; in the data active = inhibition above about 50%
# Target sequence (Q96LD8 whole entry, looked up): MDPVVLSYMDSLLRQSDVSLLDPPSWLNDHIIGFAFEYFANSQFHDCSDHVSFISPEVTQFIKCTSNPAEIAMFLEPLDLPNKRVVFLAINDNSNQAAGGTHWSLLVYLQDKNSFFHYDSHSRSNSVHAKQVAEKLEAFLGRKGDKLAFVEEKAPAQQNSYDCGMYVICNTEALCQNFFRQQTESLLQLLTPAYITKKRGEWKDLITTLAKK
# PfG6PD inh: PfG6PD (Plasmodium falciparum) enzyme inhibition | PfGluPho enzyme, NADPH resazurin-diaphorase fluorescence | inhibition, % at 20 µM | 350,000 compounds, 0.78% hits;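 active = inhibition reaching at least a set limit at 20 µM in the primary screen, cut at about 59% in these data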;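 also: 0% = DMSO wells with substrate and 100% = DMSO wells lacking glucose-6-phosphate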
# SENP7 inh: blocks the human protease SENP7. recombinant SENP7, Z-RLRGG-aminoluciferin luminescence, 40 min. 330,000 compounds, 1.5% hits. Q9BQF6. inhibition, % at 5 µM;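 active = inhibition above about 50% at the single test dose, limit read from the data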;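 also: plate controls were DMSO with enzyme for no effect and no enzyme buffer wells for full effect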
# Target sequence (Q9BQF6 706-1050 limits assumed): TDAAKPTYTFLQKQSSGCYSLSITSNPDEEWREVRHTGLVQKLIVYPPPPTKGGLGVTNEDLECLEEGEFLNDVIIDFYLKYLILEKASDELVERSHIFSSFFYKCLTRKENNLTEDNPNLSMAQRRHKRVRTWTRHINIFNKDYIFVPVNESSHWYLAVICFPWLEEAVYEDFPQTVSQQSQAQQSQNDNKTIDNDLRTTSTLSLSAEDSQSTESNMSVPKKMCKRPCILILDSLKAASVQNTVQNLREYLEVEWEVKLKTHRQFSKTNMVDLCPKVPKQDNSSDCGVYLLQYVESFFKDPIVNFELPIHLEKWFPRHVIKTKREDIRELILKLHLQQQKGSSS
# UBC13 polyUb: inhibitors of human UBC13 polyubiquitin chain formation; P61088; TR-FRET; inhibition, % at 20 µM; 330,000 compounds, 0.47% hits; AID 485273; in the data active = inhibition above about 45%, passing the limit was not always enough
# Target sequence (P61088 whole entry, looked up): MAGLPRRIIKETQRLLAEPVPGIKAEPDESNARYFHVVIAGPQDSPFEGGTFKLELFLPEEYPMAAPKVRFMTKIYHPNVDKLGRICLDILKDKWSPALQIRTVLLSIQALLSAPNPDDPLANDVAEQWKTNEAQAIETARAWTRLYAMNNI
# SENP8 block-2: blocks human SENP8 cleavage of Nedd8 substrate | recombinant SENP8, Nedd8 substrate fluorescence | inhibition, % at 20 µM | 360,000 compounds, 0.64% hits | AID 602440; in the data active = inhibition mostly above about 40%, no sharp cut-off; inactive = mostly below about 27%
# SENP6 inh: SENP6 protease inhibition; inhibition, % at 10 µM; Recombinant SENP6 catalytic domain, aminoluciferin luminescence; Q9GZR1; 330,000 compounds, 1.8% hits; AID 2599;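 active = inhibition above about 50% at the single tested dose, limit read from the data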;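 also: plate controls were DMSO wells with enzyme for no effect and DMSO wells lacking enzyme for full effect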
# The depositor's hits bear a star; i = inactive; nt = not tested or not shown.
molecule	HKDC1 inh	MIN6 prolif	SENP1 FRET inh	SENP8 block-1	PfG6PD inh	SENP7 inh	UBC13 polyUb	SENP8 block-2	SENP6 inh
COc1ccc(C)cc1S(=O)(=O)N1CCN(Cc2ccccc2)CC1	-3	-1	-3	-10	-1	-8	0	15	-25
O=C(COc1ccc2ccc(=O)oc2c1)Nc1cccc(S(=O)(=O)N2CCCCC2)c1	-4	-4	-2	7	-5	1	2	-270	0
Cc1cnc(C(=O)OCC(=O)NCc2ccc3c(c2)OCO3)cn1	-16	-2	-2	4	11	-2	7	2	-16
Cc1cc(=O)oc2cc(NC(=O)C(C)Oc3cccc(Cl)c3)ccc12 (stereo not drawn)	-4	1	-3	-1	4	-5	-5	-428	1
COc1nc(-c2ccccc2)ccc1-c1noc(-c2cccs2)n1	4	-3	-34	-30	-5	-4	15	-170	-50
COC(=O)[C@@H](NC(=O)NCc1ccccc1Cl)C(C)C	-4	-2	0	-1	0	-8	4	28	-19
CCNC(=S)N/N=C/c1ccc(OCCOc2ccccc2C)cc1	-17	-5	0	-2	-1	3	3	12	-1
CC1CC(O)(Cc2ccccc2)C(C)CN1C (stereo not drawn)	-2	2	0	-2	12	6	1	13	3
Cc1cc(N2C(=O)c3ccc(C(=O)Nc4ccc(CC(=O)O)cc4)cc3C2=O)no1	-2	-4	0	-7	0	0	-7	0	4
CCn1cnc2cc(NCc3ccc(Br)cc3)ccc21	6	-4	nt	-11	29	-18	-4	nt	5
O=C(O)C1=CC[C@@H](c2ccc(Cl)cc2)N(S(=O)(=O)c2ccc(Cl)cc2)[C@H]1c1cccc(Cl)c1	7	-8	2	0	-23	-9	-33	8	7
O=C(COC(=O)c1cnc(Cl)c(Cl)c1)NCc1ccc2c(c1)OCO2	13	1	2	-6	8	7	5	23	-15
Cc1cc(C)c2nc(N3CCC(C(=O)NCCN4CCOCC4)CC3)sc2c1	-2	-2	0	-6	-11	5	2	12	9
C[C@@H](NC(=O)c1nc[nH]c1C(=O)N1CCN(C(=O)OC(C)(C)C)CC1)c1ccccc1	0	-3	3	1	-10	6	1	10	13
O=S1(=O)CCC(n2ncc3c2/C(=C/c2ccccc2)CC3)C1 (stereo not drawn)	-7	-1	0	-15	-10	0	-5	10	-10
CN(C(=O)c1ccc(Cl)c([N+](=O)[O-])c1)C1(C)CCS(=O)(=O)C1 (stereo not drawn)	-5	-5	3	-6	-2	3	1	8	14
NNC(=O)CSc1nnnn1-c1ccccc1	-3	-2	-1	-7	3	-3	-2	8	-22
COc1ccc(OC)c(C(O)c2nc3ccccc3n2C)c1 (stereo not drawn)	-4	2	2	-9	4	7	-2	15	12
FC(F)(F)c1cccc(-c2nc(-c3ccncc3)no2)c1	-4	nt	0	nt	13	nt	nt	18	nt
CC[n+]1c(/C=C/Nc2ccccc2)sc2ccccc21	-3	-4	-124	-9	-12	3	-20	4	-5
CCn1c(SCC(=O)N2c3ccccc3CC2C)nnc1-c1ccco1 (stereo not drawn)	2	-3	1	6	45	2	-1	20	2
Nc1ccc(CSc2ccc(Cl)cc2)cc1	-6	-5	3	-5	-17	-2	0	8	-4
CCOC(=O)C1CCCN(C(=O)c2ccc3nc(-c4ccccc4)c(-c4ccccc4)nc3c2)C1 (stereo not drawn)	7	-3	0	-7	-37	2	10	-173	-2
COc1cc(-c2nnc(SCC3(c4ccccc4)OCCO3)o2)cc(OC)c1OC	2	0	1	-6	-3	-2	0	26	-5
N=C1C(c2nc3ccccc3[nH]2)=C(O)CN1c1ccc(CC(=O)O)cc1	3	0	-38	-3	-12	8	16	-38	4
O=C(c1ccc(F)cc1)N1CCN(C(=O)c2ccc([N+](=O)[O-])cc2)CC1	3	2	0	-1	-11	0	5	7	3
Cc1ccc(CNC(=O)CCCn2c(=O)c3ccccc3n(CC(=O)NC3CCCC3)c2=O)cc1	-5	-2	2	-4	-8	-1	-2	-1	-3
CC(C)N(Cc1nc(-c2ccc(Cl)cc2)no1)C(=O)CCCN1C(=O)c2ccccc2C1=O	-5	1	-3	-14	0	9	2	-1	-10
CSc1cccc(N2CC(C(=O)N(CC(C)C)c3c(N)n(Cc4ccccc4)c(=O)[nH]c3=O)CC2=O)c1 (stereo not drawn)	0	3	-5	3	-4	-7	-2	-9	5
CCOC(=O)CC(=O)CSc1nc2c(C)c(C)ccc2cc1C	1	-3	-1	-6	-10	-1	12	29	-23
O=C(COc1ccccc1Cl)NCCCNC(=O)c1ccco1	-4	0	-3	-5	-11	-16	-7	5	-7
COc1cc(NC(=O)c2ccc(Cl)cc2)c(Cl)cc1NC(=O)c1cccnc1	0	-4	1	9	10	0	1	-82	-3
Cc1csc2c(SCC(=O)NNC(=O)C(Cl)Cl)ncnc12	-2	-1	5	0	-14	2	-8	14	11
COC(=O)C=C1CCC2C3CCC4=CC(=O)CCC4(C)C3C(=O)CC12C (stereo not drawn)	-6	nt	3	nt	5	nt	nt	9	nt
Nc1nc(-c2ccc([N+](=O)[O-])cc2)cc(=O)[nH]1	-2	nt	0	nt	18	nt	nt	10	nt
CCN(CC)C(=O)[C@H]1C[C@H](CC(=O)NC/C=C(\C)CCC=C(C)C)C(=O)N2CCc3c([nH]c4cc(-c5ccco5)ccc34)[C@]12C	3	nt	-25	nt	34	-1	nt	-368	nt
O=C1CC(NS(=O)(=O)c2cccnc2)CN1c1ccc(F)cc1 (stereo not drawn)	-7	-1	2	-13	-14	3	0	8	-7
COc1ccc(S(=O)(=O)N2CCCC(C(=O)NCC3CCCO3)C2)cc1C (stereo not drawn)	-8	4	2	7	4	0	0	5	-15
CC(C)C[C@H](NC(=O)Nc1ccc(S(N)(=O)=O)cc1)C(=O)O	-7	-3	2	3	-14	3	-4	-2	0
CC(CCc1ccccc1)NC(=O)CCCn1ncn2c(cc3occc32)c1=O (stereo not drawn)	-6	-3	-1	-10	-5	11	1	-22	-7
CN(C)/C=C1\N=C(c2ccc(Cl)cc2Cl)OC1=O	2	-1	5	-20	12	-7	-15	-11	-15
COC(=O)C1=C(N)Oc2cc(C)n(Cc3ccco3)c(=O)c2C1c1cccc(Cl)c1 (stereo not drawn)	4	-5	-1	-8	-26	0	-11	11	-25
O=C(CCC(=O)OCC(=O)c1ccc(Br)cc1)Nc1ccc(Br)c2cccnc12	-1	1	2	-10	3	-8	-4	-39	4
CCc1cc2c(COC(=O)CCNS(=O)(=O)c3cccc(C(F)(F)F)c3)cc(=O)oc2cc1O	1	-6	-24	0	-10	-1	10	i	-1
O=c1[nH]nnc2c1cnn2-c1ccccc1	2	nt	0	nt	-6	nt	nt	-13	nt
Cc1nc2ccccn2c1C(=O)NCc1cccnc1	-15	-1	2	-5	21	2	10	6	-25
Cc1c(C=NCCOCc2ccccc2)cnn1C	2	-2	2	3	0	10	3	4	-18
O=C1CSC(c2cn(-c3ccccc3)nc2-c2ccc3c(c2)OCCO3)N1CCN1CCOCC1 (stereo not drawn)	-8	-2	0	-5	-6	5	-7	16	-8
COc1ccc(NC(=O)Nc2cnccn2)cc1	-5	-2	2	2	-13	9	-3	10	-15
O=C(c1ccccc1)c1ccc2cc(O)ccc2c1	1	-2	3	96*	20	96*	-1	-25	99*

# 5 structures already listed, ordered by number of heavy atoms, low to high:
molecule	HKDC1 inh	MIN6 prolif	SENP1 FRET inh	SENP8 block-1	PfG6PD inh	SENP7 inh	UBC13 polyUb	SENP8 block-2	SENP6 inh
O=c1[nH]nnc2c1cnn2-c1ccccc1	2	nt	0	nt	-6	nt	nt	-13	nt
Nc1nc(-c2ccc([N+](=O)[O-])cc2)cc(=O)[nH]1	-2	nt	0	nt	18	nt	nt	10	nt
O=C1CC(NS(=O)(=O)c2cccnc2)CN1c1ccc(F)cc1 (stereo not drawn)	-7	-1	2	-13	-14	3	0	8	-7
COC(=O)C=C1CCC2C3CCC4=CC(=O)CCC4(C)C3C(=O)CC12C (stereo not drawn)	-6	nt	3	nt	5	nt	nt	9	nt
O=C1CSC(c2cn(-c3ccccc3)nc2-c2ccc3c(c2)OCCO3)N1CCN1CCOCC1 (stereo not drawn)	-8	-2	0	-5	-6	5	-7	16	-8

# The list continues:
molecule	HKDC1 inh	MIN6 prolif	SENP1 FRET inh	SENP8 block-1	PfG6PD inh	SENP7 inh	UBC13 polyUb	SENP8 block-2	SENP6 inh
COc1ccc(N2CCN(C(=O)c3cn(Cc4ccccc4)nc3-c3cccnc3)CC2)cc1	-4	2	2	3	3	0	-11	20	0
CC(C)C(OC(=O)c1nsc(Cl)c1Cl)C(=O)NC1CCCCC1 (stereo not drawn)	-7	0	-1	2	4	-1	-3	1	-16
COC(=O)c1c(C(=O)OC)c(-c2ccc(F)cc2)n2c1CS(=O)(=O)C2	-2	0	2	-8	-4	-4	3	12	-17
COc1ccc(Oc2c(OC)cc([N+](=O)[O-])c3ncccc23)cc1	5	nt	1	nt	37	nt	nt	15	nt
CCOC(=O)c1[nH]c2ccc(OC)cc2c1NC(=S)N1CCN(c2ccc(F)cc2)CC1	-9	0	3	3	15	6	5	-206	-2
COc1cccc(CN2CCN(C3CSCCSC3)CC2CCO)c1 (stereo not drawn)	0	3	2	3	0	-2	9	7	-5
COc1ccc(C(c2nnnn2CS(=O)(=O)c2ccc(C)cc2)N2CCN(c3ncccn3)CC2)cc1 (stereo not drawn)	1	-2	1	7	4	1	11	11	-3
N#CCCSc1ncnc2c1oc1ccccc12	-14	1	2	1	6	2	-18	24	6
CCNS(=O)(=O)c1ccc(OC)c(C(=O)NC2CCCCC2)c1	-1	0	0	-2	-7	-3	-7	7	-13
Cc1ccc(-c2nnn(CC(=O)NCC3CC3)n2)o1	-4	-2	-2	-6	-8	6	5	8	2
Cc1nnc(OCc2nc3ccccc3n2C)c2ccccc12	-1	1	1	-6	18	7	0	14	6
Cc1ccccc1-c1nc(-c2ccc(NC(=O)c3ccc(Br)o3)cc2)no1	3	-4	2	13	11	2	5	-6	28
CN(Cc1nc(-c2ccccc2)no1)C1CCOCC1	-4	-2	2	-3	-18	-1	-1	26	-11
CN(C)S(=O)(=O)c1ccc(C(=O)NCC2(N3CCCCC3)CCCCC2)cc1	-4	-3	-3	-11	-17	-12	-11	-4	-12
COc1ccc(C(=O)NNC2=CC(=O)CC(C)(C)C2)cc1OC	-13	-2	-8	3	2	1	-6	-5	1
CCCC/C(O)=C1\C(=O)CC(C)(C)CC1=Nc1ccc(N)cc1	-2	-2	-1	-7	8	-2	-9	11	-10
Cc1cccc(Cc2cnc(NC(=O)C3=NCCN3)s2)c1	1	-3	-1	-13	21	-2	-16	14	2
CC(=O)Nc1ccc(NS(=O)(=O)c2cccc3ccccc23)cc1	1	-1	0	-5	7	10	-10	17	-11
CCOC(=O)[C@H]1[C@H]2COc3cc(OC)ccc3[C@@H]2N2C(=O)N(c3cccc(F)c3)C(=O)[C@@]12C	2	0	2	1	7	0	11	13	2
CCCc1c(O)nc(SCCN(CCC)CCC)[nH]c1=O	-5	2	4	-10	-10	2	7	0	-8
